KKLEB tox: CF airway cell cytotoxicity counter-screen; KKLEB CF airway cells viability, ATPlite luminescence, overnight; active compounds read low; cells stimulated with P. aeruginosa culture filtrate; activity change (cytotoxicity), % at 5 µM; 0.36% of 360,000 active;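 active = corrected activity change at or below -50% at 5 µM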
COUP-TFII inh: blocks human COUP-TFII nuclear receptor. P24468. 0.7% of 370,000 active. inhibition, % at 8.6 µM. HEK293T NGFI-A luciferase reporter, luminescence;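 active = inhibition above a per-plate cutoff, mean inhibition of test wells between control levels plus 3 SD, cut at about 38% in these data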;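 note: cells cotransfected with COUP-TFII expression vector driving the NGFI-A reporter; 0% = median of COUP-TF2 test wells and 100% = reporter-only cells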
Target sequence (P24468 whole entry, looked up): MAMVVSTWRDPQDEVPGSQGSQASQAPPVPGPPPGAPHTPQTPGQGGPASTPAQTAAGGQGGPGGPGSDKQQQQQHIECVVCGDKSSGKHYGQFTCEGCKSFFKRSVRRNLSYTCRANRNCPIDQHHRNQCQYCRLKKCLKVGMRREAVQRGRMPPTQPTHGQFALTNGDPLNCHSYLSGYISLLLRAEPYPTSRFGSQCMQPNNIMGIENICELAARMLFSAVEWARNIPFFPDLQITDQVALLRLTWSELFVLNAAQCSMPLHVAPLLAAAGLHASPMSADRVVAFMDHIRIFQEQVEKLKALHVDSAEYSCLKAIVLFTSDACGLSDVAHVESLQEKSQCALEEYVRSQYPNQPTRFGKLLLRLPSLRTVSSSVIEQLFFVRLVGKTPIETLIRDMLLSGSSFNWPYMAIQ
NCOA3 inh: inhibitors of human steroid receptor coactivator 3 (SRC3); 0.17% of 360,000 active; HEK293 GAL4-SRC3 luciferase reporter, luminescence; Q9Y6Q9; inhibition, % at 3.6 µM;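 active = inhibition above a per-campaign cutoff, the mean of all compounds plus 3 SD, cut at about 60% in these data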;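 note: 0% = DMSO-treated cells and 100% = gossypol-treated cells at 36 µM; higher means less SRC3-driven luciferase light from the GAL4 reporter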
NR5A2 inv ag: NR5A2 inverse agonism in reporter assay. 0.13% of 360,000 active. O00482. HEK293T StAR-luciferase reporter, LRH-1 transfected, 24 h. inhibition, % at 3.6 µM;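 active = inhibition above the mean inhibition of all tested compounds plus 3 SD, cut at about 73% in these data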;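 note: 0% = DMSO wells and 100% = reporter-only cells lacking LRH-1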
Target sequence (O00482 whole entry, looked up): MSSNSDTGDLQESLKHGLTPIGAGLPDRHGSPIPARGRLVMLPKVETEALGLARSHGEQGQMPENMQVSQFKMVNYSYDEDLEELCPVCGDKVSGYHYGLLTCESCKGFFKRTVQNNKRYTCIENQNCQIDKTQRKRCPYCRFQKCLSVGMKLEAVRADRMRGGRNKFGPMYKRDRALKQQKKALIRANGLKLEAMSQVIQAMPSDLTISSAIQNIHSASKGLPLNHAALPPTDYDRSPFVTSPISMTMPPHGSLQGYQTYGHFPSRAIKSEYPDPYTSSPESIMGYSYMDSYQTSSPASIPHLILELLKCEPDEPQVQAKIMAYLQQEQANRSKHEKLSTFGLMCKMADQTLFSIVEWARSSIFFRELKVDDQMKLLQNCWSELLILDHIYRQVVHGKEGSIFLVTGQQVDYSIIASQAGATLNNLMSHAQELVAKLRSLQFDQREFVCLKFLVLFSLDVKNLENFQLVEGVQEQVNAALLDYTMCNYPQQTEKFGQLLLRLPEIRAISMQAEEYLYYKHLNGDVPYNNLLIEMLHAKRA
TROY NFkB inh: inhibitors of TROY-dependent NF-kB signaling; Q293 LMP1-TROYcd NF-kB luciferase reporter, 4 h; inhibition, % at 10 µM; 0.98% of 360,000 active;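 active = compounds whose plate-normalised and pattern-corrected inhibition of the luciferase reporter signal at the single screening dose is 50% or more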
SRC1 inh: inhibitors of human steroid receptor coactivator 1 (SRC1); Q15788; HEK293 GAL4-SRC1 luciferase reporter, luminescence; inhibition, % at 3.6 µM; 0.12% of 360,000 active; AID 588354;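 active = inhibition above the campaign mean plus 3 SD, with each screening campaign given its own cutoff, cut at about 60% in these data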;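 note: 0% = DMSO treated cells and 100% = gossypol at 36 µM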
CF NFkB inh: cystic fibrosis NF-kB activation inhibition; 0.86% of 360,000 active; inhibition, % at 5 µM; AID 588850; KKLEB NF-kB-GFP reporter, PAF-induced, GFP fluorescence overnight;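 active = at least 50% inhibition at 5 µM, scaled per plate between neutral and stimulator controls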;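 note: PAF is a Pseudomonas aeruginosa culture filtrate used as stimulus; plate controls were PAF-stimulated DMSO wells for no effect and unstimulated DMSO wells for full effect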
LMP1 NFkB inh: reduces LMP1-driven NF-kappaB luciferase signal. LMP1-induced NF-kappaB luciferase reporter cells, luminescence. inhibition, % at 12.5 µM. 0.69% of 350,000 active. AID 504558; in the data active = inhibition above about 41%;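 note: 0% = neutral control wells and 100% = reference inhibitor control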
C8 TRAIL sens: caspase-8 TRAIL sensitization; NB7+C8 cells + TRAIL, ATPlite viability luminescence; inhibition (viability loss, TRAIL sensitization), % at 10 µM; 1% of 360,000 active; AID 624354;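 active = compounds causing at least 50% loss of cell viability in the single-dose screen, relative to plate controls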
TWEAK Fn14 block: blocks TWEAK-Fn14 interaction in a reporter cell assay. TWEAK-stimulated Fn14 reporter cells, luciferase luminescence, 8 h. inhibition, % at 10 µM. 2% of 360,000 active. AID 1159606; in the data active = inhibition above about 50%
SRC2 inh: inhibits human steroid receptor coactivator 2 | 0.17% of 370,000 active | inhibition, % at 9 µM | HEK293 GAL4-SRC2 luciferase reporter, luminescence | AID 651957 | Q15596;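 active = inhibition above the mean inhibition of all tested compounds plus 3 SD, set per campaign, cut at about 52% in these data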;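 note: 0% = DMSO treated cells and 100% = cells given Gossypol at 36 µM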
Starred values were filed as active, the others as inactive; . = no result given.

SMILES	KKLEB tox	COUP-TFII inh	NCOA3 inh	NR5A2 inv ag	TROY NFkB inh	SRC1 inh	CF NFkB inh	LMP1 NFkB inh	C8 TRAIL sens	TWEAK Fn14 block	SRC2 inh
Cc1cc(=O)c(C(=O)O)c(C)n1-c1ccccc1	4	-11	11	1	-15	19	-4	-1	-10	3	-1
COC(=O)c1cn(CC(=O)Nc2ccc(OC)cc2)c2ccccc12	-7	4	-3	3	-21	0	-4	12	-10	5	-13
O=C(Nc1nncs1)c1ccc(S(=O)(=O)c2ccccc2)cc1	14	-3	4	5	4	6	-10	-16	-20	1	-36
CC(C)COC(=O)n1c(=O)oc2ccc(S(=O)(=O)N3CCCCC3)cc21	-10	5	24	-2	13	4	4	-9	-1	20	-23
Cc1ccc(S(=O)(=O)N2CC(O)C2)cc1	7	-2	-26	-21	-9	-4	-7	4	-5	8	-21
CCOC(=O)c1ccc(S(=O)(=O)NNS(=O)(=O)c2ccc(C)cc2)cc1	3	1	3	1	8	4	0	-6	0	6	-15
CCN(CC)CCNCC(=O)Nc1ccc(Oc2ccccc2)cc1	0	-18	14	6	2	12	3	3	8	-8	0
O=C(NCc1ccccn1)c1cccc(NS(=O)(=O)c2ccc(Br)cc2)c1	-8	-10	2	-17	-10	-6	16	1	-2	-9	-15
CCOCCCNC(=O)C(NC(=O)Cc1cccs1)c1ccc(C)cc1 (stereo unspecified)	-8	-12	11	11	-3	8	20	2	-8	31	-7
COCCN(CC(=O)Nc1cccc(C)c1C)C(=O)/C=C/c1ccc2c(c1)OCCO2	12	2	-27	13	1	7	-15	-8	-2	8	16

Record cards, as listed above. Values in the order: KKLEB tox | COUP-TFII inh | NCOA3 inh | NR5A2 inv ag | TROY NFkB inh | SRC1 inh | CF NFkB inh | LMP1 NFkB inh | C8 TRAIL sens | TWEAK Fn14 block | SRC2 inh
`COC(=O)c1cn(CC(=O)Nc2ccc(OC)cc2)c2ccccc12` as listed: -7 | 4 | -3 | 3 | -21 | 0 | -4 | 12 | -10 | 5 | -13
`CC(C)COC(=O)n1c(=O)oc2ccc(S(=O)(=O)N3CCCCC3)cc21` as listed: -10 | 5 | 24 | -2 | 13 | 4 | 4 | -9 | -1 | 20 | -23
`COCCN(CC(=O)Nc1cccc(C)c1C)C(=O)/C=C/c1ccc2c(c1)OCCO2` as listed: 12 | 2 | -27 | 13 | 1 | 7 | -15 | -8 | -2 | 8 | 16
`O=C(NCc1ccccn1)c1cccc(NS(=O)(=O)c2ccc(Br)cc2)c1` as listed: -8 | -10 | 2 | -17 | -10 | -6 | 16 | 1 | -2 | -9 | -15
`CCN(CC)CCNCC(=O)Nc1ccc(Oc2ccccc2)cc1` as listed: 0 | -18 | 14 | 6 | 2 | 12 | 3 | 3 | 8 | -8 | 0

Carrying on:
SMILES	KKLEB tox	COUP-TFII inh	NCOA3 inh	NR5A2 inv ag	TROY NFkB inh	SRC1 inh	CF NFkB inh	LMP1 NFkB inh	C8 TRAIL sens	TWEAK Fn14 block	SRC2 inh
COc1ccc(NC(=O)c2ccc(NC(=O)CSc3nc(N)cc(=O)[nH]3)cc2)cc1	3	-1	6	39	-17	-9	-31	-17	3	-34	1
CC(CNC(=O)CCn1ccc2cc(S(=O)(=O)N3CCCC3)ccc21)c1ccccc1 (stereo unspecified)	2	0	-9	24	11	-8	9	-4	-9	20	-1
CCOC(=O)N(C)C[C@H]1OCc2cnnn2CCCC(=O)N([C@@H](C)CO)C[C@H]1C	-5	-13	0	4	5	7	1	-4	-14	6	-5
NS(=O)(=O)c1ccc(NC(=O)COC(=O)COc2ccc(Cl)cc2)cc1	6	-20	19	7	-7	10	-25	4	3	-7	-2
COc1ccc(COC(=O)c2n[nH]c3ccccc23)cc1F	1	-40	-30	-63	-53	-51	-2	28	-10	-9	-46
C/C(=N\NS(=O)(=O)c1c(C)cc(C)cc1C)c1ccncc1	22	-12	8	-11	11	-2	-18	-2	-11	7	15
CCCn1c(N)c(C(=O)NS(=O)(=O)c2ccc(C)cc2)c(=O)n(C)c1=O	-10	-8	9	-3	1	3	6	-1	7	16	17
COC(=O)C1=C(C)NC(=O)CC1c1ccccc1OC (stereo unspecified)	-5	-8	-17	-9	-1	-11	2	0	2	-1	12
CCC(C)Sc1nc2c(c(=O)[nH]c(=O)n2C)n1Cc1ccc(Cl)cc1 (stereo unspecified)	-17	2	1	18	-17	-3	36	-2	1	-5	0
CC(C)[C@H](NC(=O)c1cccc(S(=O)(=O)N2CCOCC2)c1)C(=O)Nc1nccs1	-2	-1	5	9	-7	-7	11	6	3	6	-40

Two consecutive compounds already listed:
SMILES	KKLEB tox	COUP-TFII inh	NCOA3 inh	NR5A2 inv ag	TROY NFkB inh	SRC1 inh	CF NFkB inh	LMP1 NFkB inh	C8 TRAIL sens	TWEAK Fn14 block	SRC2 inh
CCC(C)Sc1nc2c(c(=O)[nH]c(=O)n2C)n1Cc1ccc(Cl)cc1 (stereo unspecified)	-17	2	1	18	-17	-3	36	-2	1	-5	0
CC(C)[C@H](NC(=O)c1cccc(S(=O)(=O)N2CCOCC2)c1)C(=O)Nc1nccs1	-2	-1	5	9	-7	-7	11	6	3	6	-40

Random excerpt: four compounds from above.
SMILES	KKLEB tox	COUP-TFII inh	NCOA3 inh	NR5A2 inv ag	TROY NFkB inh	SRC1 inh	CF NFkB inh	LMP1 NFkB inh	C8 TRAIL sens	TWEAK Fn14 block	SRC2 inh
COc1ccc(NC(=O)c2ccc(NC(=O)CSc3nc(N)cc(=O)[nH]3)cc2)cc1	3	-1	6	39	-17	-9	-31	-17	3	-34	1
CCOC(=O)N(C)C[C@H]1OCc2cnnn2CCCC(=O)N([C@@H](C)CO)C[C@H]1C	-5	-13	0	4	5	7	1	-4	-14	6	-5
COC(=O)C1=C(C)NC(=O)CC1c1ccccc1OC (stereo unspecified)	-5	-8	-17	-9	-1	-11	2	0	2	-1	12
CCCn1c(N)c(C(=O)NS(=O)(=O)c2ccc(C)cc2)c(=O)n(C)c1=O	-10	-8	9	-3	1	3	6	-1	7	16	17

Next section.
SMILES	KKLEB tox	COUP-TFII inh	NCOA3 inh	NR5A2 inv ag	TROY NFkB inh	SRC1 inh	CF NFkB inh	LMP1 NFkB inh	C8 TRAIL sens	TWEAK Fn14 block	SRC2 inh
CCCCNC(=O)CCCCCn1c(=O)[nH]c2cc(OC)c(OC)cc2c1=O	4	1	-5	14	6	-10	-11	20	8	16	-18
COc1cccc(C(N)c2nc(-c3cc(F)cc(F)c3)cs2)c1 (stereo unspecified)	2	21	-14	-8	-32	3	-17	.	15	-7	6
CCOC(=O)c1cc(-c2ccccc2)n(Cc2cc(CC)no2)n1	23	15	-4	11	1	-30	-9	3	-7	-9	-13
CCc1ccccc1NC(=O)COc1cccc2ccc(C)nc12	9	-16	12	29	14	5	-6	5	-1	-8	-4
Cc1cccc(-n2c(O)c(C=Nc3ccc4c(c3)OCO4)c3ccccc3c2=O)n1	7	-10	0	13	-9	7	-22	-3	0	17	-2
CC(=O)Nc1ccc(-c2cc(C(=O)O)c3cc4ccccc4cc3n2)cc1	-2	-11	-27	-27	5	-32	8	-5	31	-28	-16
COc1cc(/C=N/NC(=O)COc2ccc([N+](=O)[O-])cc2)ccc1OCC(=O)N1CCOCC1	0	-19	13	5	-19	-47	5	-4	8	-10	-44
Nc1nc(N)nc(-c2ccc(Cl)c(Cl)c2)n1	-12	12	-17	-73	-3	-33	79*	6	-4	60*	14
Cc1ccc(NC(=O)CN2C(=O)CNC2=O)cc1	-2	4	4	-7	5	2	-18	-4	17	1	6
O=C(N/N=C/c1c(F)cccc1Cl)c1cc(C2CC2)[nH]n1	-4	-36	-30	-23	-46	-22	12	-17	3	-5	-63
CN(Cc1ccccc1)C(=O)c1cccc(NC(=O)Cc2ccc(NC(=O)C3CCN(C(=O)C4CCC4)CC3)cc2)c1	20	12	7	1	18	-4	-28	-7	-1	15	15
COc1ccccc1C(=O)Nc1nnc(-c2ccc(Cl)cc2)o1	-1	-22	4	4	-30	0	-9	11	15	-11	-15
CN(CC(=O)Nc1nc2ccccc2s1)S(=O)(=O)c1ccccc1	2	-23	-49	-51	-33	-67	2	-10	11	9	-28
CCC(=O)Oc1ccc2c(=O)c(-c3ccc4ccccc4n3)c(CC)oc2c1C	4	-13	7	-30	-4	-5	22	10	-6	31	5
CCn1c(SCC(=O)N2CCN(c3ccccc3)CC2)nc2c(c1=O)SC(C)C2 (stereo unspecified)	-5	3	-6	-7	-3	-9	15	17	2	14	-1
O=C(CCSc1ccccc1)Nc1ccc(S(=O)(=O)Nc2ncccn2)cc1	1	11	-7	-13	16	-3	18	2	-6	-17	-2
COc1ccc(NC(=O)C2CCCCN2N)cc1OC (stereo unspecified)	-4	-5	-8	-36	-24	-33	0	7	0	-25	-14
Cc1ccccc1OCC(=O)Nc1nnc(S(=O)(=O)N2CCCC2)s1	-17	2	-4	-18	-18	7	22	0	9	8	20
Cc1coc2cc3oc(=O)c(CC(=O)N[C@@H](CC(C)C)C(=O)O)c(C)c3cc12	-8	-5	-12	-13	3	-9	5	5	11	2	-8
CCN(CC)c1ccc2c(C)cc(=O)oc2c1	-1	-23	6	-4	-41	-12	6	-11	-2	-6	-11
CCN(C1CCS(=O)(=O)C1)S(=O)(=O)c1cccs1 (stereo unspecified)	-6	11	6	22	5	14	-4	-6	-46	-16	10
Cn1c(C(=O)NC2CCCC2)cc2c(=O)n(C)c3ccccc3c21	0	-25	9	6	-13	3	-25	1	5	3	-34
Cc1cccc(OCC(=O)N(C)CC(=O)Nc2cccc(F)c2)c1C	9	-2	-4	7	-7	-3	-16	-3	-6	-16	3
Cc1cc(OC(=O)c2cc(C(F)(F)F)cc(C(F)(F)F)c2)c([N+](=O)[O-])c(=O)[nH]1	4	-6	19	12	-3	3	4	-14	-13	7	-25
NS(=O)(=O)c1ccc(N2N=C(c3ccccc3)CC2c2ccccc2Br)cc1 (stereo unspecified)	-6	-10	7	10	26	-17	38	7	-1	12	-3
COc1ccc(C(=O)NCCCc2nc3ccccc3n2Cc2ccccc2C)cc1OC	15	-5	-1	20	-7	7	-26	-5	-10	0	5
Cc1ccc2c(ccc[n+]2CC(=O)c2ccccc2)c1	-1	14	3	-10	-10	-24	6	-12	-6	3	-12
Cn1c(=O)n(C)c2cc(NC(=O)c3ccccc3)ccc21	5	-30	-32	3	-30	-9	-6	-14	1	-19	-176
CCCCC(=O)N(C)c1c(C)nc2ccc(C(=O)N3CCN(C(C)=O)CC3)cn12	-3	-4	-18	14	5	22	13	.	-11	2	13
O=C(NCC1CCCC(CNC(=O)N2CCc3ccccc32)C1)N1CCc2ccccc21 (stereo unspecified)	4	15	4	-1	0	-1	-15	5	29	15	-37
CCCCCCc1cc2cc(S(=O)(=O)c3ccc(Cl)cc3)c(=O)oc2cc1O	-17	6	7	-7	53*	-7	39	7	-3	44	-12
COc1ccc(CCC(=O)NCc2cnn(C)c2)cc1	-6	-7	9	10	-1	6	5	-3	5	-6	-16
Brc1cc2[nH]cnc2c2ccccc12	-4	11	1	6	-9	13	22	14	-8	17	-13
CC(=O)n1nc2nc(C)cc(C)c2c1N	-14	.	15	8	7	10	6	11	-1	-8	.

Screens from PubChem BioAssay.
